FBA Mtb inh: inhibitors of M. tuberculosis fructose-bisphosphate aldolase; P9WQA3; purified M. tuberculosis FBA, fluorescence read-out; inhibition, % at 1 µM; 360,000 tested, 2.3% active; AID 588726; in the data active = inhibition above about 27%;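 note: 0% = vehicle and 100% = reference inhibitor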
BH1578 lux ind: inducers of Vibrio cholerae quorum light production without autoinducers. V. cholerae BH1578 lux reporter, luminescence, 6 h. activation, % at 18.7 µM. 350,000 tested, 0.16% active; in the data active = activation mostly above about 9.7%, no sharp cut-off; note: not every result past the cut was called active; inactives centre near 0; reference of the scale not given here
Mtb UGM inh: Mtb UDP-galactopyranose mutase inhibition; P9WIQ1; purified UGM, fluorescence polarization probe displacement; inhibition, % at 10 µM; 320,000 tested, 0.06% active; in the data active = inhibition above about 10%, passing the limit was not always enough
TcdB GH inh: TcdB glycohydrolase inhibition | P18177 | TcdB glycohydrolase enzymatic assay, plate reader | inhibition, % at 9.99 µM | 350,000 tested, 0.24% active | AID 652162; in the data active = inhibition above about 10%
Target sequence (P18177 whole entry, looked up): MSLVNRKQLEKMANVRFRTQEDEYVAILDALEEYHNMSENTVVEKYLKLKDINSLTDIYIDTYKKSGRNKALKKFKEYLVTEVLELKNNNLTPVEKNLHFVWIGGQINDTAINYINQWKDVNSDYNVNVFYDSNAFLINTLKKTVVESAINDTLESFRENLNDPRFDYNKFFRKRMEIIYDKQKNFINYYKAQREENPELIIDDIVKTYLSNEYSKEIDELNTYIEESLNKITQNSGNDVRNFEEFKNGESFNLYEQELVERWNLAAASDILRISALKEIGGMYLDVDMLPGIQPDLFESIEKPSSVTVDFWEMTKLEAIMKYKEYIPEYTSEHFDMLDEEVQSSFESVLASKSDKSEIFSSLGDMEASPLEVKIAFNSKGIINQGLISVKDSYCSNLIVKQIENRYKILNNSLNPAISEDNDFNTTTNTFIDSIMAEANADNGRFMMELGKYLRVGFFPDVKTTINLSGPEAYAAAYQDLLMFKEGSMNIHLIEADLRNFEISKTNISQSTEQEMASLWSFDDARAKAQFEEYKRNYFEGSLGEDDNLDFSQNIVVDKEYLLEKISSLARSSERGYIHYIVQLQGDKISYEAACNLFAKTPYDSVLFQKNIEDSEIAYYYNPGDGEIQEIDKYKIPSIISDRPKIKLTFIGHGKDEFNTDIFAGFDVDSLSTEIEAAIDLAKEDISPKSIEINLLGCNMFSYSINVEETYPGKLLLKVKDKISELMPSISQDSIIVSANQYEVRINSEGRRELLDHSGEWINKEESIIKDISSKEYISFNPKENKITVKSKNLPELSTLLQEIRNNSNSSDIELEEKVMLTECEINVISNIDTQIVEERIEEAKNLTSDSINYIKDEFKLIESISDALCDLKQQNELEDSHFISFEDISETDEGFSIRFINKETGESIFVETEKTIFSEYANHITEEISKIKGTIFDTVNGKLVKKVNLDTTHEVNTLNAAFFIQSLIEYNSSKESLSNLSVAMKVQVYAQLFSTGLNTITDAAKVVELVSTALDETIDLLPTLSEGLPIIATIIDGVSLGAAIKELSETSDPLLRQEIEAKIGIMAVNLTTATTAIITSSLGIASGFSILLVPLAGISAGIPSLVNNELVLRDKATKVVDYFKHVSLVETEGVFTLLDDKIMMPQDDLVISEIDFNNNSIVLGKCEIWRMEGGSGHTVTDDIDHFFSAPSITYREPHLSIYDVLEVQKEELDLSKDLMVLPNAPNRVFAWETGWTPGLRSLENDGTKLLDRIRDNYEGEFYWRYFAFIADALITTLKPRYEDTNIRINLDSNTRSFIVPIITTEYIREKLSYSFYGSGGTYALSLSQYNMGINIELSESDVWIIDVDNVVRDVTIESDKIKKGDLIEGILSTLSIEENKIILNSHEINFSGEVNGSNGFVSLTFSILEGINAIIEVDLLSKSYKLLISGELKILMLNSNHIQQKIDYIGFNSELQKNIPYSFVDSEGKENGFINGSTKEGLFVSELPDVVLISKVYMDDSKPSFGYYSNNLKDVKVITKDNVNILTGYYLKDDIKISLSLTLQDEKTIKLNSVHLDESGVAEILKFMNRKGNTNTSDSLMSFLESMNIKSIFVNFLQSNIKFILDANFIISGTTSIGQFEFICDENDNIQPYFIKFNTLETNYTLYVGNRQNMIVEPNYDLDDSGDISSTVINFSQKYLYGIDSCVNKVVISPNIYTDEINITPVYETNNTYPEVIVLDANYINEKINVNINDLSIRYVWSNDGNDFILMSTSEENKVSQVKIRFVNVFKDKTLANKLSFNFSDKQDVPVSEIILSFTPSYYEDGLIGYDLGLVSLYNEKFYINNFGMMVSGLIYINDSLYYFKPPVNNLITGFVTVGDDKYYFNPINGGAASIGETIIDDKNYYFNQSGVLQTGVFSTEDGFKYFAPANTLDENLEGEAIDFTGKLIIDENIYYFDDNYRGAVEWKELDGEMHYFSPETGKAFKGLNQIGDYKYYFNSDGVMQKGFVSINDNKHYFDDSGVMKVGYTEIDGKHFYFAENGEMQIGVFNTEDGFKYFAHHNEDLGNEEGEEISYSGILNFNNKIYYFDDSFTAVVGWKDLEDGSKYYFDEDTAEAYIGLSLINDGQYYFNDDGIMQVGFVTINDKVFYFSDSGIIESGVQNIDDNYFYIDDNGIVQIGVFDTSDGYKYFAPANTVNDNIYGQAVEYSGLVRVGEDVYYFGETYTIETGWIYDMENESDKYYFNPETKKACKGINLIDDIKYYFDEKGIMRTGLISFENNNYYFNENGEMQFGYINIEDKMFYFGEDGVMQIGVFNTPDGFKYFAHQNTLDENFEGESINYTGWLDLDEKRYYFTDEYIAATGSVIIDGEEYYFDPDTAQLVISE
Yp Topo-I inh: Y. pestis Topo-I inhibition via cleavage products. Y. pestis Topo-I cleavage product accumulation, plate reader. 360,000 tested, 0.064% active. activity, % at 10 µM; in the data active = activity above about 50%, passing the limit was not always enough; note: inactives centre near 2
GDH-TPI inh: GDH-TPI coupled enzyme inhibition counter-screen | 360,000 tested, 1.2% active | inhibition, % at 4.8 µM | GDH-TPI coupled enzyme counterscreen, NADH absorbance; in the data active = inhibition above about 30%;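 note: 0% = DMSO wells and 100% = wells lacking the enzyme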
FadD28 binding: inhibitors of Mycobacterium tuberculosis FadD28 bisubstrate binding; FadD28 bisubstrate probe binding, fluorescence polarization; inhibition, % at 12.5 µM; 360,000 tested, 0.22% active; in the data active = inhibition above about 8.5%, passing the limit was not always enough
PfHsp40 yeast: restores yeast growth despite PfHsp40 toxicity | 340,000 tested, 0.68% active | S. cerevisiae expressing PfHsp40, growth rescue, ATP luminescence | growth rescue, % at 12.5 µM | AID 504582; in the data active = growth rescue above about 28%, passing the limit was not always enough;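 note: yeast W303a lacking pdr1 and pdr3 grown in galactose medium; growth measured after three days at 30 °C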
Mtb BioA inh: BioA (M. tuberculosis) enzyme inhibition. AID 602481. inhibition, % at 9.99 µM. purified M. tuberculosis BioA enzyme, plate reader. 360,000 tested, 0.096% active; in the data active = inhibition above about 40%
An asterisk follows results filed as active; i = inactive; nt = no result given.

nr	SMILES	FBA Mtb inh	BH1578 lux ind	Mtb UGM inh	TcdB GH inh	Yp Topo-I inh	GDH-TPI inh	FadD28 binding	PfHsp40 yeast	Mtb BioA inh
1	Cc1cc(C)c2ccc(C(=O)O)nc2c1O	-7	4.3	2.3	nt	1	-6	-1.3	-0.8	1.1
2	Cc1ccc(C)c(NC(=O)c2sc(Cl)nc2C)c1	1	-0.6	0.8	1.6	5	3	-4.7	1.3	-0.3
3	CC(C)OCCCNC(=O)c1cc2c(=O)n(C)c3ccccc3c2n1C	9	i	-0.5	1.8	10	5	-2.2	-0.8	-0.7
4	COc1ccc(-c2nnnn2C)cc1S(=O)(=O)NCc1ccccc1	3	-0.5	0.1	2.4	-5	16	-1.1	-0.3	2.5
5	COC(=O)Cc1csc(NCc2ccccc2)n1	0	-0.3	-5.7	1.2	5	1	-2.0	-0.4	-1.4
6	Cc1[nH]nc2c1/C(=N\O)CCC2	-2	-0.3	1.5	-0.2	-1	-7	-1.1	-0.7	nt
7	CCOc1ccc(C(=O)COC(=O)c2nc3nccc(C)n3n2)cc1	0	i	-2.7	0.9	4	7	-1.5	1.1	-1.8
8	COc1ccc(C(=O)NN/C(=N/S(=O)(=O)c2ccc(C)cc2)c2ccccc2)cc1	59*	-0.5	-2.6	-0.4	8	6	-0.5	-0.3	nt
9	CC(C)Cc1ccc(C(=O)Nc2ccc(Cc3ccncc3)cc2)o1	4	5.6	1.9	2.0	4	17	-1.5	0.1	-5.7
10	CC(=O)Nc1ccccc1NC(=O)C/C(C)=N/NC(=O)C(=O)N1CCCCC1	-1	-0.2	-0.6	2.0	5	3	1.3	0.0	-1.0
11	O=C(Nc1ccccc1)C1Cc2c(-c3ccccc3Oc3ccccc3)ccnc2O1 (stereo unspecified)	-2	-0.5	nt	0.4	35	0	-3.9	nt	-1.0
12	CC1CCN(C2=NC(=O)/C(=C/c3ccccc3F)S2)CC1	-1	-0.6	0.1	1.1	-1	17	nt	0.0	4.9
13	O=C(Nc1ccc(-c2cn3ccccc3n2)cc1)c1ccc(Cl)cc1	2	i	0.6	nt	5	24	-0.6	0.3	1.9
14	O=C(NC1CCCCC1)N1CCCC(CNS(=O)(=O)Cc2ccccc2)C1 (stereo unspecified)	-7	-0.3	-1.6	3.9	-4	-1	-2.5	-0.8	nt
15	O=C(COC(=O)Cc1ccccc1[N+](=O)[O-])NCC1CCCCC1	0	1.0	-3.2	1.1	0	4	-1.6	-0.5	nt
16	COc1ccccc1NC(=O)N1CCC(C(=O)c2ccc(F)cc2)CC1	3	-0.4	-3.8	nt	7	0	0.5	0.8	nt
17	CCCc1nc(SCC(=O)c2ccc3c(c2)NC(=O)CO3)[nH]c(=O)c1CC	0	-1.4	nt	2.4	-5	9	0.0	-0.6	-1.4
18	CN(CCCC(=O)Nc1ccc(Br)cc1F)S(=O)(=O)c1ccccc1	-1	-0.8	2.5	0.6	11	9	-4.6	-0.9	0.7
19	Cn1c(=O)[nH]c(=O)c2c1nc(NCc1ccccc1)n2Cc1ccc(F)cc1	-1	i	1.9	0.7	4	10	-0.6	0.3	3.9
20	CN1C=CC(C(C(N)=O)c2ccccc2)c2ccccc21 (stereo unspecified)	3	-3.0	nt	8.1	-1	12	-1.3	nt	-1.0
21	NC(=O)c1cc([N+](=O)[O-])ccc1NCC1CCCCC1	-3	i	-5.6	-1.1	15	7	-1.5	1.6	-1.6
22	O=C(CN1C(=O)C2C3CCC(C3)C2C1=O)OCC(=O)c1ccc(Br)cc1 (stereo unspecified)	2	i	-1.8	-0.1	7	-12	-0.1	0.6	-4.9
23	CCC(=O)N(CCC1(C(C)C)CCOC(C)(C)C1)Cc1ccco1 (stereo unspecified)	-2	5.3	1.0	nt	7	17	0.0	-0.8	nt
24	Cc1cc(NC(=O)c2cc(-c3cccc(OCC(C)C)c3)nc3ccccc23)no1	5	3.6	-0.1	0.8	-4	0	-0.8	1.2	-1.9
25	CCN(C(=O)COC(=O)CC1CCCCC1)c1c(N)n(Cc2ccccc2)c(=O)[nH]c1=O	-1	-1.8	-5.1	-0.4	-2	13	-2.0	-0.2	6.1
26	CN(C)CC(C)(C)CNC(=O)C1CCN(CCCc2ccccc2)CC1	0	-0.4	-0.2	-0.2	1	-2	-2.8	-1.2	8.6
27	COc1ccc(S(=O)(=O)N2CCCCCC2)cc1NC(=O)CCCOc1ccccc1	-1	i	3.0	-0.4	30	-2	nt	0.4	-0.4
28	CCOC(=O)C(NC(=O)C(Cc1ccc(N(CCCl)CCCl)cc1)NC(C)=O)C(C)C (stereo unspecified)	2	i	1.1	-0.6	2	-2	1.0	-2.2	nt
29	CCc1ccccc1N1C(=O)CN(Cc2cc(OC)c(OC)c(OC)c2)C1=S	-3	-6.2	-4.7	1.3	7	-7	-0.8	0.0	-1.4
30	COc1ccc(CNC(=O)C(C)N2CCN(S(=O)(=O)c3ccccc3F)CC2)cc1 (stereo unspecified)	2	-1.8	-0.9	1.9	3	11	-2.1	0.1	0.6
31	CCCCN1CC(N2CCN(C(=O)c3ccco3)CC2)CS1(=O)=O (stereo unspecified)	3	nt	nt	0.9	nt	nt	1.4	nt	1.4
32	O=[N+]([O-])c1ccccc1S(=O)(=O)N1CCN(C2CCCC2)CC1	3	i	0.4	-2.6	11	1	-4.9	3.0	-0.6
33	Cc1cc(C)cc(OCC(=O)NN2Cc3ccccc3C2=N)c1	-1	i	1.3	nt	-1	0	-1.2	1.2	-0.5
34	COC(=O)c1ccc(NC(=O)CN2C(=O)CCC2=O)cc1	-1	-6.7	0.3	nt	-5	6	-1.5	0.9	0.0
35	COc1ccc(C)cc1N(C(=O)c1snc(C(N)=O)c1N)C(C(=O)NC1CCCC1)c1ccc(F)cc1 (stereo unspecified)	7	i	3.1	-0.4	33	1	-2.3	0.5	-0.6
36	CCCn1cc(SCC(=O)NCc2ccco2)c2ccccc21	4	-1.0	-0.5	nt	-2	2	-0.6	-0.2	-1.1
37	COc1ccc(NC(=O)c2cccs2)cn1	-4	-0.4	3.7	-0.8	0	9	-2.4	1.1	nt
38	O=C(COc1ccc(-c2ccccc2)cc1)N/N=C/c1ccccc1Br	0	-0.6	3.2	nt	31	-5	-1.5	2.2	-1.1
39	CCN(CC)c1ccc(/C=N/Nc2nc(C)cc(=O)[nH]2)cc1	4	i	-4.8	nt	2	38*	-2.6	0.9	0.8
40	C=CCn1c(SCC(=O)NCc2ccco2)nc2sc(C)c(C)c2c1=O	0	i	0.1	1.2	10	10	-1.3	0.0	0.0
41	O=C(NC1CCCCC1)C(c1ccccc1)N(C(=O)c1csnn1)C1CCCC1 (stereo unspecified)	4	-1.5	0.5	3.2	1	-2	0.9	0.2	1.2
42	CCOc1cccc2sc(N(CCCN(C)C)C(=O)c3ccc(S(=O)(=O)N4CCc5ccccc5C4)cc3)nc12	4	i	4.6	-0.1	-6	10	2.5	12	0.0
43	CN(Cc1ccccc1)C(=O)Cn1nnc(-c2ccccc2)c1COc1ccc2ccccc2c1	-3	-0.4	nt	-3.0	23	-4	-1.2	nt	-1.8
44	O=C(N[C@H]1CCCCNC1=O)c1cc(COc2ccc(F)cc2F)on1	1	-0.5	-2.7	0.3	4	0	-0.2	-0.2	0.2
45	COC(=O)C1SCC2C(=O)N(Cc3ccc(Cl)cc3)CC(=O)N21 (stereo unspecified)	2	i	-1.3	1.3	-1	-2	0.5	-0.1	nt
46	CCOc1ccc(C(=O)C(C)OC(=O)c2nc(Cl)ccc2Cl)cc1 (stereo unspecified)	4	-0.4	-0.6	0.8	12	7	-0.6	-0.5	nt
47	COC(=O)c1cn(C(=O)c2ccccc2Cl)c2ccccc12	-2	-0.3	1.3	1.4	12	14	-2.3	2.7	nt
48	CCOc1ccc(S(=O)(=O)/N=C(/Nc2ccc(OC)cc2)c2ccccc2)cc1	0	7.7	-0.8	1.0	12	2	-3.2	1.8	3.5
49	N#Cc1ccc(Oc2ccc(S(=O)(=O)N3CCCCC3)cn2)cc1	0	i	7.4	0.7	10	-7	-1.6	-1.0	-1.9
50	COc1ccc(CN(C)C(=O)c2[nH]c(C)c(C(C)=O)c2C)cc1F	2	-0.5	-3.0	0.6	7	6	1.5	0.2	nt
51	COc1cc(NC(=S)NC2CC(C)(C)NC(C)(C)C2)cc(OC)c1	5	-0.2	0.0	1.5	-7	17	-1.5	-1.6	-0.4
52	Cc1sc2nc(CSCC(=O)Nc3c(F)cccc3F)[nH]c(=O)c2c1C	5	-0.3	0.4	0.8	-10	16	0.3	-1.8	-1.2
53	CCOC(=O)N1CCC(NC(=O)CC2C(=O)NCCN2Cc2cccc(F)c2F)CC1 (stereo unspecified)	-4	i	-0.8	1.6	3	1	-4.2	-0.4	-0.7
54	O=C(/C=C/c1ccco1)NC(=S)Nc1cc(-c2nc3ccccc3s2)ccc1Cl	2	-0.5	0.3	3.0	-5	10	-4.3	-0.6	nt
55	COc1ccccc1Nc1nc(N)nc(CSc2nncn2C)n1	0	-0.4	-0.3	nt	1	-2	-1.6	9.4	nt
56	Cc1nc2ccccc2c(=O)n1/N=C/c1ccccc1OC(F)F	2	-0.6	0.9	0.2	5	5	nt	-0.6	-1.9
57	COc1ccc(-n2cnnc2SCC(=O)Nc2ccc(N3CCOCC3)cc2)cc1	2	-0.3	-0.8	nt	1	0	0.5	3.1	nt
58	CCCCN1CCNC[C@H]1Cc1ccc(O)cc1	-1	-3.0	1.2	-0.2	4	6	-0.7	-1.1	-1.2
59	O=C(c1ccc([N+](=O)[O-])s1)N1CCc2ccccc21	-1	-0.4	-0.7	-5.8	3	1	-3.3	-0.4	-1.8
60	CC(=O)N1Cc2cnnn2-c2ccccc2C1(C)C#N (stereo unspecified)	-4	-0.5	nt	1.1	4	-7	-1.4	-1.6	-0.8

(next part)
nr	SMILES	FBA Mtb inh	BH1578 lux ind	Mtb UGM inh	TcdB GH inh	Yp Topo-I inh	GDH-TPI inh	FadD28 binding	PfHsp40 yeast	Mtb BioA inh
61	COc1ccc(NC(=O)C2CC(=O)N/C(=N/N=C/c3ccccc3)S2)cc1 (stereo unspecified)	1	i	0.7	0.2	-5	15	-3.0	0.0	nt
62	COc1ccc(-c2ccc(/C=C(\NC(=O)c3ccccc3)C(=O)N3CCOCC3)o2)cc1	0	-0.3	-2.3	0.1	-2	20	-0.4	1.0	-1.2
63	C#CCOc1ccc2c3c(c(=O)oc2c1)CCCC3	46*	0.7	-0.9	1.1	2	-2	-2.3	2.3	6.4
64	Cc1oc2c(c(C)cc3oc(=O)c(CC(=O)N[C@@H](CC(C)C)C(=O)O)c(C)c32)c1C	31*	i	-3.4	0.0	13	11	nt	0.0	7.2
65	COCCN(C(C)=O)c1nnc(-c2cnccn2)s1	7	i	-1.0	nt	0	7	-2.3	2.2	0.1
66	CNc1cncc(-c2c(OC)cccc2OC)n1	77*	i	nt	1.1	-1	8	-1.6	nt	-0.1
67	O=C(CSc1nc(-c2ccccc2)cc(=O)[nH]1)NCc1ccc2c(c1)OCO2	0	-0.9	2.6	nt	6	0	0.9	-1.6	0.8
68	CCOC(=O)CSC1=C(C#N)C(=O)NC(c2ccc(OC)c(OC)c2)S1 (stereo unspecified)	-3	nt	0.8	nt	0	23	-0.7	3.0	0.1
69	Cc1cc(C(=O)CN2CC(C)OC(C)C2)c(C)n1-c1ccccc1 (stereo unspecified)	1	-0.2	-0.5	0.3	4	-5	-3.8	0.5	2.1

Outcome played no part in choosing rows; any-hit rate near 4.6%.
